# MT1-MMP txn act: MT1-MMP promoter transcription activation | activation factor at 10 µM | 0.16% of 86,000 active | AID 750 | HT1080 MT1-MMP promoter luciferase reporter, luminescence, overnight; hits give high values;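 active = activation factor of at least 2 for MT1-MMP transcription at 10 µM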
# HUVEC prolif 384: inhibitors of human endothelial cell proliferation; HUVEC proliferation, CellTiter-Glo luminescence, 72 h; hits give low values; viability, % at 10 µM (by protocol); 1.1% of 86,000 active;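 active = viability at or below 30%; inactive = viability above 30%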;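 also: 100% = median luminescence of DMSO-only cell control wells on each plate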
# Smad3 FoxH1 inh: inhibitors of human Smad3 transcription factor binding; TR-FRET Smad3/Dy647-FoxH1 peptide binding, europium anti-His; inhibition, % at 25 µM; 0.29% of 88,000 active; AID 630;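 active = compounds that reduce the energy-transfer binding signal between the protein and its labelled peptide by more than half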;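 also: 0% = Smad3 plus labelled peptide maximal FRET and 100% = peptide-only background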
# Target sequence (P84022 whole entry, looked up): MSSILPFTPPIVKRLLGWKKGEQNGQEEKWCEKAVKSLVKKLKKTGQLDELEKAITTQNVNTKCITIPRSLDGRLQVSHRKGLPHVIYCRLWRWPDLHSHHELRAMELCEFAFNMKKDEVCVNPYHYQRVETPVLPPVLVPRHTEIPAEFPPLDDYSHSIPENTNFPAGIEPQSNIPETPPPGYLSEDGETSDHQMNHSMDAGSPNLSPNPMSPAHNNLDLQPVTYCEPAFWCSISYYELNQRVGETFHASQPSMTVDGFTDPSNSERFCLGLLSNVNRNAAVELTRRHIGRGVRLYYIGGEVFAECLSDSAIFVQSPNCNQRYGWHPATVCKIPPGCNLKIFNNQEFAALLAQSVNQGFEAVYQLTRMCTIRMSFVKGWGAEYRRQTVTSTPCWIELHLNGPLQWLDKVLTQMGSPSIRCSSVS
# Mac1 fbg enh: increases human CD11b/CD18 adhesion to fibrinogen; P05107+P11215; K562 CD11b/CD18 adhesion to fibrinogen, ATPlite luminescence; activation, % at 10 µM; 0.07% of 93,000 active; AID 1499;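 active = 10 µM primary screen giving 50% or more activity, confirmed by 40% or more on retest at that dose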; also: strong numbers were not always called active
# ERb SRC1 inh: ER-beta (human) coactivator binding inhibition; Q92731; TR-FRET ER-beta LBD / SRC1-Cy5 peptide binding; receptor agonist-loaded with 1 µM estradiol; inhibition, % at 25.6 µM; 1.3% of 86,000 active; AID 633;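 active = compounds whose percent inhibition of the receptor-coactivator binding signal exceeds about 50% in the single-dose screen, limit read from the data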;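 also: 0% = receptor plus peptide wells without compound and 100% = peptide-only wells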
# Target sequence (Q92731 whole entry, looked up, the tested form may be a part): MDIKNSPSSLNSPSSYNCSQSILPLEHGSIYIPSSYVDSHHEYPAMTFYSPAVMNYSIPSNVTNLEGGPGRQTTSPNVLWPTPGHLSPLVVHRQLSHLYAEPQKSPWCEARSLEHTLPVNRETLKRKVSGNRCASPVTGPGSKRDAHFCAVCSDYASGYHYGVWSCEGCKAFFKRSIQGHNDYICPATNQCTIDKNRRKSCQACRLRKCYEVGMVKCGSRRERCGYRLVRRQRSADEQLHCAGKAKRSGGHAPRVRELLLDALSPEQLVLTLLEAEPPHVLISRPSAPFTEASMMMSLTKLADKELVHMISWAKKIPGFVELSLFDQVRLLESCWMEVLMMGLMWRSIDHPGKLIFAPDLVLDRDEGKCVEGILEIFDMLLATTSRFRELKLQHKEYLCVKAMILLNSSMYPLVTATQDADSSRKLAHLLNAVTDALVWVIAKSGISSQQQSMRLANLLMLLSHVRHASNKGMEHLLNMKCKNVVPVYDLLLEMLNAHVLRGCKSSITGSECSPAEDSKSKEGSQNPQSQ
# Fibroblast inh: blocks proliferation of human lung fibroblasts; LL 47 human lung fibroblast viability, ATP luminescence; hits give low values; viability, % at 10 µM; 1.1% of 85,000 active; AID 719;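 active = viability at or below 50% in the single dose screen; inactive = viability above 50%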;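 also: compound exposure lasted 72 h before the ATP readout; 100% = median luminescence of untreated cell-only wells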
#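 material = human LL 47 lung fibroblast cells | dosing = compounds added from tenfold dosing solution, 0.1% DMSO final | timing = overnight cell rest, 72 h compound treatment at 37 °C | measured by = CellTiter-Glo luminescence measuring cellular ATP | evaluation = % viability versus median cells-only luminescence | control set = cell-only wells, no compound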
# ERa SRC1 pot: ER-alpha (human) coactivator binding potentiation; 1.3% of 86,000 active; P03372; AID 639; TR-FRET ERalpha-LBD/SRC-Cy5 coactivator binding, 2 h; 100 = basal binding, no effect; coactivator binding (% of control), % at 25.6 µM; in the data active = activity above about 200%;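 also: binding measured in presence of low estradiol as agonist stimulus; 0% = peptide alone without receptor and 100% = receptor with peptide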
# ERa SRC1 inh: ER-alpha (human) coactivator binding inhibition; P03372; TR-FRET ER-alpha LBD / SRC-1 peptide, estradiol-bound; inhibition, % at 25.6 µM; 1.7% of 86,000 active; AID 629; in the data active = inhibition above about 50%;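 also: 0% = receptor plus peptide control and 100% = peptide only without receptor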
# H69AR inhibit: blocks growth of human H69AR lung tumor cells | H69AR lung tumor viability, ATP luminescence, 72 h; hits give low values | viability, % at 10 µM | 6% of 85,000 active | AID 598;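 active = viability at or below 40%; inactive = viability above 40%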;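 also: multidrug resistant small cell line overexpressing MRP-1 efflux transporter; 100% = mean luminescence of untreated control wells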
# Starred values were filed as active, the others as inactive; . = no result given; [ ] = dose if it differs, or a comment. Not all compounds are listed; count on the stated rates, not on these rows.
SMILES,MT1-MMP txn act,HUVEC prolif 384,Smad3 FoxH1 inh,Mac1 fbg enh,ERb SRC1 inh,Fibroblast inh,ERa SRC1 pot,ERa SRC1 inh,H69AR inhibit
CCOC(=O)N1CCN(C(=O)CSc2nnc(Cn3c(=O)sc4ccccc43)n2C)CC1,1.1,105,8,.,-1,100,102,1,96
CCc1cc2c(=O)c(-c3cnn(-c4ccccc4)c3)c(C)oc2c(CN2CCCCC2)c1O,1.1,95,-11,.,-1,103,96,-5,51
Cc1nonc1NC(=O)CSc1nnc(-c2ccoc2C)n1-c1cccc(Cl)c1,1.4,98,3,.,8,104,112,-3,82
Cc1cc(C)n(-c2nc3ccccc3n3nnnc23)n1,1.1,91,7,4,1,98,113,1,84
Cc1ccc(/C=N/NC(=O)c2csc(C)c2)o1,1.3,85,4,.,5,104,98,-2,95
CC(C)C(=O)Nc1c(-c2cccs2)c(=O)c2ccccc2n1C,1.1,99,-2,-10,-7,100,95,0,82
CCN1CCCC1CN=Cc1c(O)n(-c2ccccc2)c(=O)c2ccccc12 (centres undefined),1.2,99,-10,3,6[fluorescence artefact?],100,94[fluorescence artefact?],-3[fluorescence artefact?],104
CCOC(=O)C1CCN(C(=O)/C=C/c2ccccc2OC)CC1,1.2,87,2,-4,24,100,104,-6,67
O=C1c2ccccc2C(O)(Cc2ccccc2)N1c1ccc2c(c1)OCO2 (centres undefined),1.2,81,29[fluorescence artefact?],7,26,89,62,23,84
NC(=O)CN1N=C(c2cc(Cl)sc2Cl)CSC1=O,1.2,86,8,.,-27[fluorescence artefact?],96,93,-23,91
O=C(Cc1ccccc1)Nc1nc2ccccc2s1,2*,89,18,.,25,92,66,23,91
O=C(c1ccco1)N(CCCN1CCOCC1)c1nc(-c2ccc(Cl)cc2)cs1,1.1,73,5,3,-12,83,139[fluorescence artefact?],4,52
CCOc1ccccc1NC(=O)Cn1c(=O)n(CCC(=O)NC2CCCC2)c(=O)c2ccccc21,.,90,-13,-1,12[fluorescence artefact?],99,111[fluorescence artefact?],23[fluorescence artefact?],99
Cn1c(=O)c2[nH]c(Nc3ccccc3)nc2n(C)c1=O,1,102,13,.,-1,99,126,1,.
COc1ccc(-c2nnn(Cc3nc(N)nc(N4CCCCC4)n3)n2)cc1,1.2,100,8,.,-12,104,109,1,88
Cc1ccc(NC(=O)CN(c2ccc3c(c2)OCO3)S(=O)(=O)c2c(C)n[nH]c2C)cc1,1.1,91,-2,.,-4,96,98,-7,105
C=CCSc1nc(N)c(C#N)c(-c2ccccc2)c1C#N,1.1,88,2,-4,30[fluorescence artefact?],85,238*[fluorescence artefact?],19[fluorescence artefact?],88
CC1CC(C)CN(Cc2nc3c(c(=O)n(C)c(=O)n3C)n2CCN2CCOCC2)C1 (centres undefined),1,113,-2,1,-1,102,149,-6,79
CCOC(=O)CNC(=O)CSc1nnc(-c2ccco2)n1Cc1ccco1,1,89,3,0,7,94,99,3,104
CCCCSC1=C(C#N)C(c2ccccc2C)C(C(=O)OCC)C(=O)N1 (centres undefined),1.1,85,-1,5,-9,84,94,0,93
Cc1cc(C)c2c(c1)c(C)cc1nnc(SCC(=O)NCc3ccco3)n12,1.1,91,-3,3,13,105,108,9,66
COc1ccc(-c2noc(CSc3ccccc3)n2)cc1OC,1.7,99,1,-3,-5,107,115,1,57
CCC(C)NCC(=O)Nc1ccc(-c2nc3cc(NC(=O)CNC(C)CC)ccc3o2)cc1 (centres undefined),1.1,25*,-20[fluorescence artefact?],2,4,2.9*,85[fluorescence artefact?],7[fluorescence artefact?],60
Cc1cc(Nc2ccccc2)nn1C(=O)c1ccc(Br)cc1,1.2,69,11,1,3[fluorescence artefact?],97,114,10[fluorescence artefact?],29*
Cc1cc(C)c(C(=O)CSc2n[nH]c(=O)n2C2CC2)cc1C,1.1,106,13,-1,-4,105,100,-3,97

# Other entries follow.
SMILES,MT1-MMP txn act,HUVEC prolif 384,Smad3 FoxH1 inh,Mac1 fbg enh,ERb SRC1 inh,Fibroblast inh,ERa SRC1 pot,ERa SRC1 inh,H69AR inhibit
COC(=O)c1ccc(-n2nnnc2SCC(=O)Nc2ccccc2OC)cc1,1.1,90,1,9,25,105,170[fluorescence artefact?],58*[fluorescence artefact?],85
Cc1nn(-c2ccc(F)cc2)c2nc(N)c(C#N)c(-c3cccs3)c12,1.2,96,-4,.,34[fluorescence artefact?],83,243*[fluorescence artefact?],19[fluorescence artefact?],59
COCCn1nnnc1C(c1ccc(OC)c(OC)c1)N1CCN(c2nc3ccccc3s2)CC1 (centres undefined),1,97,2,-2,-7[fluorescence artefact?],96,128,1,.
COc1ccc(C(=O)N2CCN(c3cccc(Cl)c3)CC2)c(OC)c1,1.2,57,8,-3,-11[fluorescence artefact?],91,100,-11,15*
O=C(O)C1CSC(CCc2ccccc2)N1 (centres undefined),1,98,-1,3,-28[fluorescence artefact?],106,121,-22,48
O=C(CSc1nc2ccccc2o1)N1CCN(C(=O)c2ccco2)CC1,1.1,95,8,-4,16,95,71,16,64
O=C1CN(CC(=O)N2CCOCC2)c2ccccc2O1,1.3,101,-5,-1,10,107,95[fluorescence artefact?],-1,74
CCOC(=O)c1cnn(-c2cc(C)c3cc(C)cc(C)c3n2)c1N,1.2,100,-2,.,-6,98,109,2,97
O=C(NCc1ccc(F)cc1Cl)C1CCN(S(=O)(=O)N2CCC3(CC2)OCCO3)CC1,1,95,-13,.,3[fluorescence artefact?],104,101,2,86
CCOc1ccccc1-c1nc(-c2cccc(Br)c2)no1,1.1,101,-3,6,-6,87,113,-2,61
CCC(=O)Nc1ccc2c(c1)ncn2-c1ccccc1OC,1.1,95,6,-1,-1[fluorescence artefact?],105,98,1,84
CC(=O)N1CCN(c2ccc(Oc3nnnn3-c3ccccc3)cc2)CC1,1.1,107,-2,-2,-15[fluorescence artefact?],105,100,5[fluorescence artefact?],97
CC(C)C(C)(C#N)NC(=O)CSc1nnc(C(F)(F)F)n1C (centres undefined),1.2,103,14,-1,-11,103,97,-4,95
Cc1csc(NC(=O)CSc2nnc3ncccn23)n1,1.2,105,-2,-3,6[fluorescence artefact?],100,108,-1,104
Cc1onc(-c2ccccc2)c1C(=O)Nc1nc2c(s1)CCCC2,1.3,84,-20,-2,10,85,95,7,46
O=C(OCCN=C1NS(=O)(=O)c2ccccc21)C1CC(=O)N(c2ccc3ccccc3c2)C1 (centres undefined),1.1,89,4,-2,4[fluorescence artefact?],110,101[fluorescence artefact?],2[fluorescence artefact?],99
O=C(CCSCCc1ccccn1)Nc1ccc(Cl)cn1,1,91,54*[fluorescence artefact?],-9,-8,117,109,2,96
CCCc1ccc(-c2ccc(C(=O)O)cc2)nc1,0.8,105,4,0,-7[fluorescence artefact?],101,98,7[fluorescence artefact?],79
COc1ccc(-n2c(SCC(=O)c3c(N)n(C)c(=O)n(C)c3=O)nc3ccccc32)cc1,1.1,90,10,0,15,102,73,11,91
Cc1ccccc1CS(=O)(=O)c1nnc([C@H](CC(C)C)NC(=O)OC(C)(C)C)o1,0.9,73,-9,3,-7,3.9*,88,-2[fluorescence artefact?],76
CCOc1ccc2nc(SCC(=O)N3CCN(C(=O)c4ccco4)CC3)sc2c1,1.3,99,-2,1,1[fluorescence artefact?],103,93,19[fluorescence artefact?],99
O=C(c1cccc(C(=O)N2CCN(c3ccccc3F)CC2)n1)N1CCN(c2ccccc2F)CC1,1.1,94,-3,-2,-6,102,112,-9,61
COc1ccccc1N(C(=O)c1ccco1)C(C(=O)NC1CCCC1)c1cccnc1 (centres undefined),1.1,96,-9,-3,3[fluorescence artefact?],113,88,-1,101
CCOC(=O)N1CCN(CC(=O)Nc2ccc(C)cc2)CC1,.,96,7,-3,-6,97,110[fluorescence artefact?],-3,85
Cc1cc(C)c2c(n1)sc1c(N3CCOCC3)ncnc12,1,22*,7,.,10,83,104,-5,78

# Fetched one by one from the list above, 4 records:
SMILES,MT1-MMP txn act,HUVEC prolif 384,Smad3 FoxH1 inh,Mac1 fbg enh,ERb SRC1 inh,Fibroblast inh,ERa SRC1 pot,ERa SRC1 inh,H69AR inhibit
Cc1csc(NC(=O)CSc2nnc3ncccn23)n1,1.2,105,-2,-3,6[fluorescence artefact?],100,108,-1,104
CC(=O)N1CCN(c2ccc(Oc3nnnn3-c3ccccc3)cc2)CC1,1.1,107,-2,-2,-15[fluorescence artefact?],105,100,5[fluorescence artefact?],97
CCC(=O)Nc1ccc2c(c1)ncn2-c1ccccc1OC,1.1,95,6,-1,-1[fluorescence artefact?],105,98,1,84
Cc1cc(C)c2c(n1)sc1c(N3CCOCC3)ncnc12,1,22*,7,.,10,83,104,-5,78

# Complete entries as entered above. Order of values: MT1-MMP txn act | HUVEC prolif 384 | Smad3 FoxH1 inh | Mac1 fbg enh | ERb SRC1 inh | Fibroblast inh | ERa SRC1 pot | ERa SRC1 inh | H69AR inhibit
# CCOC(=O)c1cnn(-c2cc(C)c3cc(C)cc(C)c3n2)c1N in the list: 1.2 | 100 | -2 | . | -6 | 98 | 109 | 2 | 97
# COc1ccccc1N(C(=O)c1ccco1)C(C(=O)NC1CCCC1)c1cccnc1 (centres undefined) in the list: 1.1 | 96 | -9 | -3 | 3[fluorescence artefact?] | 113 | 88 | -1 | 101
# CC(=O)N1CCN(c2ccc(Oc3nnnn3-c3ccccc3)cc2)CC1 in the list: 1.1 | 107 | -2 | -2 | -15[fluorescence artefact?] | 105 | 100 | 5[fluorescence artefact?] | 97
# Cc1onc(-c2ccccc2)c1C(=O)Nc1nc2c(s1)CCCC2 in the list: 1.3 | 84 | -20 | -2 | 10 | 85 | 95 | 7 | 46
# CCCc1ccc(-c2ccc(C(=O)O)cc2)nc1 in the list: 0.8 | 105 | 4 | 0 | -7[fluorescence artefact?] | 101 | 98 | 7[fluorescence artefact?] | 79

# Additional results.
SMILES,MT1-MMP txn act,HUVEC prolif 384,Smad3 FoxH1 inh,Mac1 fbg enh,ERb SRC1 inh,Fibroblast inh,ERa SRC1 pot,ERa SRC1 inh,H69AR inhibit
CCCCn1c(=O)c2c(c3ccccc31)OCC(=O)N2,1.1,91,4,-2,2,86,119,-6,78
CC(C)Oc1ccccc1C1CC(=O)Nc2c1c(=O)n(C)c(=O)n2C (centres undefined),.,111,-3,0,2[fluorescence artefact?],96,103,1,96
CCOC(=O)C1=C(C)NC2=C(C(=O)CC(C)(C)C2)C1c1coc2ccccc2c1=O (centres undefined),1.3,102,-7,.,-7,85,102,-14,99
Cc1c(Cl)cccc1NC(=S)NN1CCOCC1,1,97,6,3,-5,106,110,-8,100
O=C1CCC(C(=O)Nc2ccccc2)N1 (centres undefined),1.1,81,0,.,-16,97,97,-28,86
CCOc1cccc(C(=O)Nc2ccccc2OC(F)F)c1,.,109,2,-2,-6,115,119,0,95
C=CCOCC(O)CS(=O)(=O)Cc1ccc(Cl)cc1 (centres undefined),1,95,7,-1,-5,101,112,-7,90
CC(NC(=O)CC12CC3CC(CC(C3)C1)C2)C(=O)O (centres undefined),1,97,4,-4,-14,99,106,-23,102

# Records above that bear a hit mark in ERa SRC1 pot:
compound,MT1-MMP txn act,Smad3 FoxH1 inh,Mac1 fbg enh,ERb SRC1 inh,ERa SRC1 pot,ERa SRC1 inh
C=CCSc1nc(N)c(C#N)c(-c2ccccc2)c1C#N,1.1,2,-4,30[fluorescence artefact?],238*[fluorescence artefact?],19[fluorescence artefact?]
Cc1nn(-c2ccc(F)cc2)c2nc(N)c(C#N)c(-c3cccs3)c12,1.2,-4,.,34[fluorescence artefact?],243*[fluorescence artefact?],19[fluorescence artefact?]
